Assay outcomes from PubChem BioAssay.
S1P4 agonist: agonists of human S1P4 receptor. S1P4-expressing cell line, agonist reporter assay. activation, % at 4.98 µM. 220,000 tested, 0.35% active. AID 1509; in the data active = activation above about 11%;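 note: 0% = DMSO vehicle and 100% = reference agonist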
MDM2 E3 inh: inhibitors of human Mdm2 E3 ubiquitin ligase; cell-based MDM2 ubiquitination luciferase reporter, 2 h; 0 = plate control, 100 = twice control, blank-subtracted; AID 1230; signal enhancement, % at 5 µM; 210,000 tested, 0.11% active;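 active = signal enhancement of 30% or more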;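 note: luminescence tracks abundance of the self-degrading MDM2-luciferase fusion protein; higher signal means inhibition of MDM2 E3 ligase activity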
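Test system: stable mammalian line carrying autodegrading MDM2–luciferase fusion reporter; quantity: 2000 cells in each well; times: 4 h cell settling then 2 h compound exposure, 37 °C; detection: luminescence with SteadyLite reagent, 15 min at room temperature; evaluation: percent signal gain over controls, blank-subtracted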
NPY2 pot ag: potentiates or activates human NPY-Y2 receptor | P49146 | cells expressing NPY-Y2, potentiator/agonist read-out | activation, % at 3.6 µM | 220,000 tested, 0.45% active | AID 1359; in the data active = activation above about 27%;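 note: cells stimulated with NPY near EC25 plus isoproterenol at EC100; 0% = vehicle plus submaximal agonist and 100% = vehicle plus saturating agonist; some results beyond the cut were filed as inactive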
Wee1 stabilizer: inhibitors of human Wee1 degradation. HeLa Luc-Wee1K328M stability, luciferase luminescence; 100% = proteasome inhibitor MG132 effect. reporter increase, % at 5 µM. 220,000 tested, 1.2% active. AID 1321;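 active = activation above the mean of all tested compounds plus 3 SD, set per screening run, cut at about 8.8% in these data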;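 note: cells exposed to compound for 20 h before luminescence read; 0% = DMSO alone and 100% = MG132 at 30 µM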
Target sequence (P30291 whole entry K328M): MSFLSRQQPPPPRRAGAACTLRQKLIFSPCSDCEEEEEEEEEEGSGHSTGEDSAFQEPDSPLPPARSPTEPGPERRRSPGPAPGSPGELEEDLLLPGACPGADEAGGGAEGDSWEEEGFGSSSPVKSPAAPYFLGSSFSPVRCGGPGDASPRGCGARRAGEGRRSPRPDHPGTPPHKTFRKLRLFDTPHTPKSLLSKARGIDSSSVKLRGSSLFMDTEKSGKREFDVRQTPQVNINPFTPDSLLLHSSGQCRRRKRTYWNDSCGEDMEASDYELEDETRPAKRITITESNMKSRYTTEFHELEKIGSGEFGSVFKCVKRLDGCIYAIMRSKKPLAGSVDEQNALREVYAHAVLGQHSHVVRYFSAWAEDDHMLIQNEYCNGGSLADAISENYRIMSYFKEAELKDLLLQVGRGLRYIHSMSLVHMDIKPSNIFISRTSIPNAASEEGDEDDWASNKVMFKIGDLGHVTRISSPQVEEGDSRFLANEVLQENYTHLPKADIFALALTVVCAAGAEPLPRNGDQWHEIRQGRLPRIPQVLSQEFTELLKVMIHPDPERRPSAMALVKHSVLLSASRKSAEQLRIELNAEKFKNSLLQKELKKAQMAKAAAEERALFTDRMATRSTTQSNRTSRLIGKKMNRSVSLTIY
PERK inh: human PERK inhibition, primary cell-based screen | CHO PERK-DD fusion, SEAP luminescence translation reporter | inhibition, % at 5.6 µM | 220,000 tested, 0.17% active | AID 1416;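 active = inhibition above the mean inhibition of all tested compounds plus 3 SD, set separately per screening campaign, cut at about 2.9% in these data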;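 note: PERK kinase domain activated by AP20187 dimerizer at 100 nM; 0% = DMSO with dimerizer and 100% = rapamycin at 8.4 µM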
Ba/F3 V617F tox: lowers viability of Ba/F3 cells expressing EpoR and JAK2V617F; ATP luminescence; inhibition, % at 5.6 µM; 220,000 tested, 1.1% active;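 active = inhibition above the campaign mean plus 3 SD over all tested compounds, cut at about 24% in these data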;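 note: cytokine-independent growth of Ba/F3 cells driven by EpoR plus mutant JAK2; 0% = DMSO-treated cells and 100% = JAK inhibitor I control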
eIF4E 4G PPI: blocks eIF4E binding to eIF4G; AID 782; P63073+Q04637; TR-FRET eIF4E-eIF4GI(517-606) binding, 2 h; inhibition, % at 21.7 µM; 220,000 tested, 0.37% active;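 active = inhibition above about 30%, limit read from the data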;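 note: 0% = full FRET control wells and 100% = background wells lacking eIF4GI fragment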
BaF3 tox: parental Ba/F3 viability inhibition as JAK2V617F counter-screen | CellTiter-Glo ATP luminescence | inhibition, % at 5.6 µM | 220,000 tested, 1.1% active;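 active = inhibition above a per-campaign cutoff, the mean inhibition of all tested compounds plus 3 SD, cut at about 27% in these data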;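 note: 0% = DMSO wells and 100% = JAK Inhibitor I control wells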
S1P4 antagonist: blocks the human S1P4 receptor | S1P4-expressing cells, antagonist mode, reporter read-out | inhibition, % at 4.98 µM | 220,000 tested, 0.26% active; in the data active = inhibition above about 29%;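 note: 0% = wells stimulated with agonist and 100% = vehicle wells without agonist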
* hit, by the source's call; . = not tested or not shown; [ ] = dose if it differs, or a comment.

1	Nc1c(C(=O)OC2CCCCC2)c2nc3ccccc3nc2n1CC1CCCO1 (stereo not drawn)
2	CCCCn1c(O)c(/C=N/N2CCCCC2c2cccnc2)c(=O)[nH]c1=S (stereo not drawn)
3	CC12CCCCC1=[N+]([O-])CN2O (stereo not drawn)
4	COc1cc(CN=Cc2c(O)n(C(C)(C)C)c(=O)[nH]c2=O)cc(OC)c1
5	O=C(CN1CCOCC1)c1ccc2cc[nH]c2c1
6	Cc1ccc(C)c(NC2=NCCCS2)c1
7	CCOC(=O)[C@@]1(C#N)[C@@H]2C=CC(C(N)=O)=CN2[C@@H](C(N)=O)[C@@H]1c1cccc(Cl)c1
8	CCN(CC)S(=O)(=O)N1CCC(C(=O)N2CCC3(CC2)OCCO3)CC1

assay / entry | 1 | 2 | 3 | 4 | 5 | 6 | 7 | 8
S1P4 agonist | 1.1 | -0.5 | -0.8 | 0.0 | -0.6 | 1.0 | 0.4 | 0.0
MDM2 E3 inh | -14 | -6 | -7 | -18 | -28 | -11 | -13 | -18
NPY2 pot ag | 5 | 9 | 6 | -3 | -3 | 12 | -8 | 2
Wee1 stabilizer | -1 | 0 | -1 | -2 | -3 | -2 | 0 | 2
PERK inh | -0.7 | 0.7 | 1.2 | -0.3 | 1.0 | 0.0 | 0.4 | -0.9
Ba/F3 V617F tox | -4 | -2 | -6 | 1 | -5 | -2 | -3 | 1
eIF4E 4G PPI | . | -2 | -8[fluorescence artefact?] | -4 | 0 | 0 | 6 | -2
BaF3 tox | 3 | 3 | -1 | 0 | 1 | -2 | 0 | 2
S1P4 antagonist | -21 | -15 | -6 | 18 | -17 | -14 | -16 | -7

Reprinted at random: two records from the list
2	CCCCn1c(O)c(/C=N/N2CCCCC2c2cccnc2)c(=O)[nH]c1=S (stereo not drawn)
6	Cc1ccc(C)c(NC2=NCCCS2)c1

assay / entry | 2 | 6
S1P4 agonist | -0.5 | 1.0
MDM2 E3 inh | -6 | -11
NPY2 pot ag | 9 | 12
Wee1 stabilizer | 0 | -2
PERK inh | 0.7 | 0.0
Ba/F3 V617F tox | -2 | -2
eIF4E 4G PPI | -2 | 0
BaF3 tox | 3 | -2
S1P4 antagonist | -15 | -14

(more compounds)
9	CNC(=O)N(C)c1nnc(C(C)(C)C)s1
10	Cc1ccc(S(=O)(=O)N2CCCC(C(=O)N3CCC4(CC3)OCCO4)C2)cc1 (stereo not drawn)
11	CCCCOC(=O)COc1cc(C)cc2oc(=O)c3c(c12)CCC3
12	CC(C)(C)n1cccc1/C=C1\C(=O)NC(=O)N(c2ccccc2)C1=O
13	CCN(CC)C(=O)c1ccc(NC(=O)Cn2nc(C)c3ccccc3c2=O)cc1
14	CSc1ccc(CNC2CN3CCC2CC3)cc1 (stereo not drawn)
15	O=C1NC(=O)N(Cc2ccccc2)C(=O)/C1=C/c1cnc(-c2ccccc2)nc1
16	CP(=O)(O)CN1CCCCC1

assay / entry | 9 | 10 | 11 | 12 | 13 | 14 | 15 | 16
S1P4 agonist | 0.6 | 0.9 | -0.8 | 2.0 | 0.6 | 3.4 | 0.1 | 0.2
MDM2 E3 inh | -5 | -10 | -37 | -3 | -18 | -23 | -14 | -12
NPY2 pot ag | 1 | -13 | 4 | 2 | 1 | -11 | -6 | -6
Wee1 stabilizer | 0 | 6 | 2 | 1 | -2 | -1 | -4 | -2
PERK inh | 0.6 | 0.2 | 0.5 | 0.8 | -0.2 | 0.4 | 0.3 | 0.4
Ba/F3 V617F tox | -1 | 1 | 4 | -3 | -2 | -1 | 4 | 1
eIF4E 4G PPI | 6 | -19 | 3 | 1 | 19 | 4 | 1 | 0
BaF3 tox | 1 | 3 | 14 | 2 | 3 | -1 | 5 | 6
S1P4 antagonist | -3 | 3 | -30 | -12 | -10 | 12 | 0 | -12

Six of these compounds in another layout:
Value order: S1P4 agonist | MDM2 E3 inh | NPY2 pot ag | Wee1 stabilizer | PERK inh | Ba/F3 V617F tox | eIF4E 4G PPI | BaF3 tox | S1P4 antagonist
8: CCN(CC)S(=O)(=O)N1CCC(C(=O)N2CCC3(CC2)OCCO3)CC1
    0.0 | -18 | 2 | 2 | -0.9 | 1 | -2 | 2 | -7
9: CNC(=O)N(C)c1nnc(C(C)(C)C)s1
    0.6 | -5 | 1 | 0 | 0.6 | -1 | 6 | 1 | -3
10: Cc1ccc(S(=O)(=O)N2CCCC(C(=O)N3CCC4(CC3)OCCO4)C2)cc1 (stereo not drawn)
    0.9 | -10 | -13 | 6 | 0.2 | 1 | -19 | 3 | 3
11: CCCCOC(=O)COc1cc(C)cc2oc(=O)c3c(c12)CCC3
    -0.8 | -37 | 4 | 2 | 0.5 | 4 | 3 | 14 | -30
12: CC(C)(C)n1cccc1/C=C1\C(=O)NC(=O)N(c2ccccc2)C1=O
    2.0 | -3 | 2 | 1 | 0.8 | -3 | 1 | 2 | -12
13: CCN(CC)C(=O)c1ccc(NC(=O)Cn2nc(C)c3ccccc3c2=O)cc1
    0.6 | -18 | 1 | -2 | -0.2 | -2 | 19 | 3 | -10

Additional entries.
17	CC1(C)CC(n2[nH]c(=O)c3c2NC(=O)CSC3c2ccc(F)cc2)CCO1 (stereo not drawn)
18	CCC(=Nc1ccc(OC)cc1OC)c1c(O)n(C2CCCCC2)c(=O)[nH]c1=O
19	Brc1ccc(CN2CCNCC2)s1
20	C/C(=N\N1CCCCC1c1cccnc1)c1c(O)n(C2CCCCC2)c(=S)[nH]c1=O (stereo not drawn)
21	O=P(NCc1ccccc1)(Oc1ccccc1)Oc1ccccc1
22	NC1CCCCC1N=Cc1c(O)n(Cc2ccc(F)cc2)c(=O)[nH]c1=O (stereo not drawn)
23	O=c1cccc2n1CC1CC2CN(S(=O)(=O)c2ccccc2)C1 (stereo not drawn)
24	CCn1c(=O)cc(OCC(=O)N2CCN(Cc3ccc4c(c3)OCO4)CC2)c2ccccc21

assay / entry | 17 | 18 | 19 | 20 | 21 | 22 | 23 | 24
S1P4 agonist | 1.7 | 0.0 | 2.5 | 1.1 | -2.1 | -0.4 | 0.2 | -0.3
MDM2 E3 inh | -12 | -6 | 0 | -22 | 6 | -19 | -9 | 3
NPY2 pot ag | 5 | -15 | 6 | -2 | 2 | 5 | -4 | -23
Wee1 stabilizer | -2 | 2 | 0 | 0 | 0 | 1 | 0 | -2
PERK inh | -0.4 | -1.5 | 1.2 | -1.4 | 0.4 | -1.1 | 0.5 | -1.1
Ba/F3 V617F tox | 3 | 2 | -1 | 5 | -6 | 1 | -2 | 1
eIF4E 4G PPI | 10 | -2 | -6 | -3 | 0 | 5 | 1 | -7
BaF3 tox | 5 | 6 | 1 | 7 | 4 | 6 | 3 | 3
S1P4 antagonist | -30 | -15 | 1 | -15 | -2 | 3 | 1 | -12

Compound profiles, as listed above. Screens in order: S1P4 agonist, MDM2 E3 inh, NPY2 pot ag, Wee1 stabilizer, PERK inh, Ba/F3 V617F tox, eIF4E 4G PPI, BaF3 tox, S1P4 antagonist
`C/C(=N\N1CCCCC1c1cccnc1)c1c(O)n(C2CCCCC2)c(=S)[nH]c1=O` (stereo not drawn) in the list: 1.1, -22, -2, 0, -1.4, 5, -3, 7, -15
`NC1CCCCC1N=Cc1c(O)n(Cc2ccc(F)cc2)c(=O)[nH]c1=O` (stereo not drawn) in the list: -0.4, -19, 5, 1, -1.1, 1, 5, 6, 3

(more compounds)
25	CC12CC[C@H]3[C@@H](CCC4(O)C[C@H](O)CCC34/C=N/NC(=O)c3ccc(O)cc3)C1(O)CCC2C1=CC(=O)OC1 (stereo partly drawn)
26	COc1cc(C)cc(CN2CC=C(c3ccccc3)CC2)c1O
27	O=C(c1cccc(C(F)(F)F)c1)C1CCCN(Cc2ccccc2O)C1 (stereo not drawn)
28	O=C(CN1CC=C(c2ccccc2)CC1)NC(=O)NCc1ccco1

assay / entry | 25 | 26 | 27 | 28
S1P4 agonist | 1.0 | 2.6 | 0.4 | 0.0
MDM2 E3 inh | -14 | -6 | -12 | -10
NPY2 pot ag | -30 | 6 | -17 | 3
Wee1 stabilizer | 1 | 2 | 0 | -1
PERK inh | 2.9* | 0.7 | -0.4 | 0.3
Ba/F3 V617F tox | -1 | -1 | 2 | -2
eIF4E 4G PPI | -4 | 4 | 2 | 1
BaF3 tox | -5 | 6 | 4 | 0
S1P4 antagonist | -3 | -13 | -21 | 3

The list is partial, so the mix of outcomes need not match the whole.
